CAL PDZ FP-1: blocks peptide binding to human CAL PDZ domain; purified CAL PDZ, TMR-peptide fluorescence polarization, 1 h; 330,000 tested, 0.02% active; AID 504414; inhibition, % at 20 µM;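 active = highest replicate inhibition of at least 40%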;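 also: plate controls were DMSO neutral control wells for no effect and unlabeled competitor peptide control wells for full effect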
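System: purified tagged CAL PDZ domain construct (CerCALP). Schedule: 1 h incubation at room temperature before polarization reading. Medium: 25 mM sodium phosphate pH 7.4, 150 mM NaCl, TCEP, IgG, Thesit. Read-out: percent inhibition from loss of millipolarization. Measured by: FP readout, S and P plane fluorescence. Probe or stimulus: fluorescent TMR peptide probe.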
PKA-R2B act: PKA-R2B complex activation; AID 504700; P22694+P31323; activation, % at 11.4 µM; 340,000 tested, 0.079% active; PKA-R2B holoenzyme dissociation, Cy5-IP20 fluorescence polarization; R2B truncated from residue 108, S112A mutant; 0% DMSO only, 100% 113 µM cGMP;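 active = activation above a cutoff set at the mean over all compounds plus 3 SD, cut at about 18% in these data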;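 also: higher means more holoenzyme dissociation and a rise in polarization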
Target sequence (P31323 whole entry, looked up, other chains not shown, the tested form may be a part): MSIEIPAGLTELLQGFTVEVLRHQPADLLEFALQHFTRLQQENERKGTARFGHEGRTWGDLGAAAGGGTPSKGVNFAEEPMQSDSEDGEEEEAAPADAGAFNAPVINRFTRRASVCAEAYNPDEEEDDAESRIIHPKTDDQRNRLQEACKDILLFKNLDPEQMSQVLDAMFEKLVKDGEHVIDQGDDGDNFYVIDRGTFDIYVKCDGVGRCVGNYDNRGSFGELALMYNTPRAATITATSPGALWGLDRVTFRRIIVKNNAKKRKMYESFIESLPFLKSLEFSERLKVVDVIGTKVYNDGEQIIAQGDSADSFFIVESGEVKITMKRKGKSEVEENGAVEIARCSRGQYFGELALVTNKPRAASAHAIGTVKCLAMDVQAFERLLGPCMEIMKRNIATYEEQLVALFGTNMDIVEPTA
C-LANA FP: KSHV C-LANA DNA binding inhibition | AID 504423 | 340,000 tested, 0.078% active | inhibition, % at 9 µM | MBP-C-LANA/FAM-LBS DNA binding, fluorescence polarization;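 active = highest replicate inhibition at or above 60% at 9 µM, even if other replicates fall short; inactive = all replicates below 60% inhibition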;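 also: 0% = neutral control wells and 100% = 4 µM acridine orange control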
SR-BI DiI-HDL act: enhances SR-BI lipid uptake from DiI-HDL. 320,000 tested, 0.096% active. CHO ldlA[mSR-BI] cells, DiI-HDL uptake fluorescence, 3 h; 100 = double the neutral-control signal. activation, % at 12.5 µM. AID 504775;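 active = mean replicate activation of at least 60% and every replicate at or above 60%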;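 also: 0% = median plate neutral-control signal and 100% = twice that signal; values of inactives mirror those of a sister screen read the other way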
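System: CHO ldlA[mSR-BI] cells / Medium: HEPES-buffered (25 mM, pH 7.4) F12 plus 0.5% BSA / Probe or stimulus: labelled HDL, 10 µg/mL / Doses: single compound concentration, delivered by pin transfer / Schedule: 3 h, 37 °C / Measured by: DiI fluorescence, bottom read / Measure: cell-associated DiI fluorescence as measure of HDL uptake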
Keap1 Nrf2 FP: Keap1-Nrf2 (human) interaction inhibition; 340,000 tested, 0.15% active; Q14145; Keap1 Kelch-Nrf2 peptide fluorescence polarization, 1536-well; inhibition, % at 9.4 µM; in the data active = inhibition above about 12%;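 also: human Keap1 Kelch domain with fluorescein labeled Nrf2 9mer peptide probe; 0% = neutral control wells and 100% = peptide positive control; higher means more block of Keap1 binding to Nrf2 peptide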
cardiac RTF act: increases calcium sensitivity of human cardiac regulated thin filaments. P19429+P45379. IANBD-labeled TnC RTF fluorescence at EC20 calcium; 0% EC20 calcium, 100% full calcium. activation, % at 7.2 µM. 340,000 tested, 0.24% active. AID 493008;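 active = activation above the mean over all tested compounds plus 3 SD, cut at about 30% in these data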;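 also: rise in fluorescence read as greater calcium sensitivity of cardiac thin filaments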
CAL PDZ FP-2: CAL PDZ (human) peptide binding inhibition; Q9HD26; purified CAL PDZ, TMR-peptide fluorescence polarization, 1 h; inhibition, % at 24.9 µM; 300,000 tested, 0.92% active; AID 602252;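 active = mean inhibition of at least 30% with at least half of replicates also reaching 30%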;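 also: 0% = DMSO neutral control and 100% = excess unlabeled competitor peptide PRC23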
DAGLB inhibitor: blocks human DAGLB lipase activity. 340,000 tested, 0.059% active. inhibition, % at 5.17 µM. AID 504411. HEK293T DAGLB membrane lysate, EnzChek fluorogenic substrate. Q8NCG7; in the data active = inhibition above about 34%;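 also: 0% = enzyme with vehicle and 100% = wells lacking enzyme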
Target sequence (Q8NCG7 whole entry, looked up): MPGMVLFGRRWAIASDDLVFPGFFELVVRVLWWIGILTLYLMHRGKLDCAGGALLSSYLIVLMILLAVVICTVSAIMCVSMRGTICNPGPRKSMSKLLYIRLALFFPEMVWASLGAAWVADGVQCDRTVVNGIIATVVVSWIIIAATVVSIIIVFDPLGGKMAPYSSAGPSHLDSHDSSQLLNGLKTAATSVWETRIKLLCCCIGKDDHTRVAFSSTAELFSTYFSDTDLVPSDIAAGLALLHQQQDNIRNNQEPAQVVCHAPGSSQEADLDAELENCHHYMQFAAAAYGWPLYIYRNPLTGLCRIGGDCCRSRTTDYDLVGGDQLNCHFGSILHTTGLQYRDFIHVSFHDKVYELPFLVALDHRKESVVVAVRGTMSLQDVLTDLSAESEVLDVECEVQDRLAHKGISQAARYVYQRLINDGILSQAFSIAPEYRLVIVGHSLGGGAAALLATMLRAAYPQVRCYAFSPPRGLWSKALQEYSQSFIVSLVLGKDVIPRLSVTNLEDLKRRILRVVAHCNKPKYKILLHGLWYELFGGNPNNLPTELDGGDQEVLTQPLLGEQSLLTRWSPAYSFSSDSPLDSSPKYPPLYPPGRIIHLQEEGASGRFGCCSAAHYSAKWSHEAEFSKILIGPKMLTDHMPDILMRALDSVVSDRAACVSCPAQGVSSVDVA
Cardiac RTF inh: cardiac RTF calcium desensitization; 340,000 tested, 0.12% active; AID 493244; IANBD-labeled cardiac RTF, Ca2+ fluorescence; inhibition, % at 7.15 µM;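 active = inhibition above the mean inhibition of all tested compounds plus 3 SD, cut at about 17% in these data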;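 also: assay run at fixed EC70 calcium of 1.6 mM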
Rtt109 HAT inh: C. albicans Rtt109 histone acetyltransferase inhibition; inhibition, % at 34.9 µM; purified Rtt109/Vps75, ThioGlo CoA-SH fluorescence, 4 h; Q5AAJ8; AID 540336; 330,000 tested, 0.16% active;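 active = inhibition of at least 50% in every replicate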
Starred values were filed as active, the others as inactive; . = no result given.

compound	SR-BI DiI-HDL act	C-LANA FP	PKA-R2B act	Rtt109 HAT inh	CAL PDZ FP-2	cardiac RTF act	Cardiac RTF inh	CAL PDZ FP-1	DAGLB inhibitor	Keap1 Nrf2 FP
Cc1ccc(C(=O)N/C(=C/c2ccco2)C(=O)N2CCC(C)CC2)cc1	-4.5	0.0	-3.2	19.2	0.5	-3.0	-24.9	-2.4	2.8	-3.3
CCN(CC)C(=O)C1CC(c2ccc(OC)cc2)=NO1 (centres undefined)	34.3	-1.8	9.5	-13.0	-1.1	3.9	-3.4	-0.2	-1.7	-7.3
COc1ccccc1CN(C)C(=O)c1cccc(S(=O)(=O)N2CCN(Cc3ccccc3)CC2)c1	-4.0	0.1	18.4	15.9	-0.8	-4.9	8.1	-1.3	-0.5	-3.2
Cc1ccccc1-n1c(C)nnc1SCc1nc2ccccc2s1	-0.8	1.1	-7.8	-4.0	1.5	4.6	-9.5	-2.8	-1.8	1.1
CCC(C)(O)c1[nH]c2ccc(C#N)cc2c1C (centres undefined)	-6.6	1.9	-12.8	8.1	-1.2	-3.9	-5.3	0.6	-0.2	-3.0
O=C(NCCN1CCOCC1)c1cnn2c(-c3ccccc3)cc(-c3ccccc3)nc12	-49.1	-3.1	5.7	-74.1	.	8.0	-0.8	-7.9	0.8	-6.1
CCOC(=O)c1oc2ccc(S(=O)(=O)n3nc(-c4ccc(Cl)cc4)cc3N)cc2c1C	-21.0	0.4	4.6	-0.5	0.1	4.0	-1.9	0.5	-2.7	-6.3
Cc1nc2ccc(S(=O)(=O)Nc3cccc(-c4nc5cccnc5s4)c3)cc2s1	36.8	-1.6	6.6	18.6	.	0.6	0.9	-2.4	1.6	-4.1
CN(CCO)c1cnccn1	27.4	2.1	-7.0	0.1	-4.7	-7.6	1.3	-2.4	-2.6	2.2
COc1ccc(S(=O)(=O)N2CCN(C3Cc4ccccc4C3)CC2)cc1	11.7	0.6	0.9	2.1	-4.2	-3.8	1.6	-1.5	-3.7	-3.6

A stretch taken from the entries so far, for reference:
compound	SR-BI DiI-HDL act	C-LANA FP	PKA-R2B act	Rtt109 HAT inh	CAL PDZ FP-2	cardiac RTF act	Cardiac RTF inh	CAL PDZ FP-1	DAGLB inhibitor	Keap1 Nrf2 FP
Cc1ccc(C(=O)N/C(=C/c2ccco2)C(=O)N2CCC(C)CC2)cc1	-4.5	0.0	-3.2	19.2	0.5	-3.0	-24.9	-2.4	2.8	-3.3
CCN(CC)C(=O)C1CC(c2ccc(OC)cc2)=NO1 (centres undefined)	34.3	-1.8	9.5	-13.0	-1.1	3.9	-3.4	-0.2	-1.7	-7.3

Results in DAGLB inhibitor, for some of the entries so far:
| Structure | DAGLB inhibitor |
| --- | --- |
| CCOC(=O)c1oc2ccc(S(=O)(=O)n3nc(-c4ccc(Cl)cc4)cc3N)cc2c1C | -2.7 |
| Cc1nc2ccc(S(=O)(=O)Nc3cccc(-c4nc5cccnc5s4)c3)cc2s1 | 1.6 |
| CN(CCO)c1cnccn1 | -2.6 |

New compounds follow
compound	SR-BI DiI-HDL act	C-LANA FP	PKA-R2B act	Rtt109 HAT inh	CAL PDZ FP-2	cardiac RTF act	Cardiac RTF inh	CAL PDZ FP-1	DAGLB inhibitor	Keap1 Nrf2 FP
COc1ccccc1-c1cnn2c(N3CCOCC3)cc(C)nc12	-28.1	3.0	-10.4	.	-2.8	-3.2	-2.4	-0.8	-0.4	3.9
O=C(Nc1nc2c(s1)CCCC2)Oc1ccccc1	6.2	-1.3	5.4	0.2	-1.7	6.2	6.1	-0.5	0.4	-0.4
CCCn1c(SCC(=O)NNC(=O)c2ccc(OC)cc2)nnc1C(C)C	8.3	-1.5	13.0	5.6	-9.0	-3.5	-4.1	-1.9	-11.2	2.3
Cc1cc2nc(-c3cccnc3SCC(=O)NCc3ccco3)[nH]c2cc1C	-1.1	3.9	-1.9	-9.2	-5.1	2.4	-9.0	-4.4	0.9	-15.5
COC(=O)c1ccccc1NC(=O)N1CCN(c2ccccc2F)CC1	-1.6	-0.1	-4.8	.	10.7	-2.9	2.2	-2.4	-16.8	-2.0
Cc1cccc(OC(C)C(=O)N2CCc3ccccc3C2)c1 (centres undefined)	2.3	0.1	-8.6	-1.6	-2.0	5.9	-11.2	-1.5	0.3	0.5
Cc1nc(N)nc(OCC(F)(F)C(F)F)c1Br	-20.2	1.0	1.7	0.9	1.7	10.2	3.1	-2.3	1.0	-3.6
CC(C)N(C(=O)c1ccccc1-c1ccccc1)C(C)C	38.2	-1.7	-4.9	-1.0	-2.7	1.4	-1.5	0.1	-6.1	0.5
O=C(NC1CCCC1)C(NS(=O)(=O)c1ccc(Br)s1)c1ccccc1 (centres undefined)	-6.8	-1.5	-12.7	1.0	-0.7	4.4	-7.3	-1.4	1.1	1.1
CCOC(=O)C1CCCN(CC(=O)Nc2c(F)c(F)c(F)c(F)c2F)C1 (centres undefined)	-32.5	0.3	-6.3	-5.0	2.9	12.9	1.3	.	-2.2	-2.8
O=C(N[C@@H]1C/C=C\C[C@H](CC(=O)N(CCO)Cc2ccccc2)C(=O)NC[C@@H](c2ccccc2)OC1=O)OCC1c2ccccc2-c2ccccc21	-85.4	1.5	-8.7	1.4	-3.5	-1.7	0.3	0.5	3.6	-4.2
COc1ccc(C2/C(=C(/O)c3ccccc3)C(=O)C(=O)N2c2ccccn2)c(OC)c1 (centres undefined)	5.5	0.3	10.5	-2.9	-0.6	0.0	-6.5	0.7	3.3	-6.5
C=CCC[C@@H](Cc1ccc(F)cc1)C(=O)OC[C@@H]1CCCN1C(=O)[C@@H](CC=C)CC(=O)N(CCO)Cc1ccccc1	-28.2	-0.5	-7.9	0.7	1.5	12.2	-4.2	-0.1	-17.5	-8.0
COC(=O)C1(CC2CC(c3ccccc3)=NO2)CCN(C(=O)OC(C)(C)C)CC1 (centres undefined)	-22.0	-1.0	0.3	6.1	-2.5	-0.5	2.0	-1.3	-6.6	2.0
O=C(CCC(=O)N1CCCCCC1)NCc1ccc(F)cc1	9.1	0.8	7.3	-4.8	-2.4	-8.7	3.7	.	-2.5	-4.0
COc1cccc(CNc2ncc(C(=O)Nc3cc(OC)c(OC)c(OC)c3)c(C)n2)c1	-47.0	-20.9	-2.7	-0.1	5.4	1.4	-10.4	-0.1	1.8	3.4
CCOc1nc(NC(=O)NS(=O)(=O)c2ccccc2F)nc(-c2ccccc2)n1	15.5	0.3	0.6	2.1	3.3	4.1	-0.7	.	-0.3	-4.5
O=C(NC(c1ccccc1)c1ccccc1)c1ccc(Br)o1	1.3	-0.5	13.9	8.6	-3.3	-8.5	-3.3	-2.8	-3.6	2.3
COc1ccc(OC)c(NC(=O)CSc2nc3cccnc3n2C)c1	-25.3	-0.7	-7.9	-1.2	-2.4	1.9	1.9	-1.9	-1.5	1.5
CCOC(=O)c1[nH]c2ccc(OCC)cc2c1NC(=O)CN1CCCC(C)C1 (centres undefined)	-9.8	1.9	-1.5	-6.4	-0.8	-4.4	-4.3	0.0	0.3	2.2
COc1ccc(CCn2c(NN=C(C)C)nc3c2c(=O)[nH]c(=O)n3C)cc1	21.7	2.5	-5.6	-9.3	.	2.1	6.7	0.2	-0.4	-1.0
CC(C)[C@H](NC(=O)C1CC(=O)N(c2ccc3c(c2)OCO3)C1)C(=O)NC1CCCC1 (some centres undefined)	-0.6	-1.1	-11.4	0.4	-3.1	4.4	-6.3	-3.6	-3.1	-4.0
CCCCn1c(SCc2ccc(Cl)cc2)nc2c1c(=O)[nH]c(=O)n2C	-17.8	-0.1	4.7	2.5	5.3	-2.6	1.4	-1.4	-1.4	-2.2
O=C1C(Cl)=C(O)C2(Cl)C(Cl)=C(Cl)C12Cl (centres undefined)	27.7	-0.2	-3.6	-13.6	.	-1.9	-9.9	-0.8	15.5	-0.8
O=[N+]([O-])c1ccccc1S(=O)(=O)Nc1cccc(-c2ccc(N3CCCC3)nn2)c1	-0.5	-0.5	3.2	-2.8	-3.3	-4.2	-0.3	-1.9	-1.2	2.6
CC1CC(C)(C)NCCNC(C)CC(C)(C)NCCN1 (centres undefined)	15.2	3.2	-4.3	5.1	-7.6	-2.0	-13.7	-0.6	2.1	-3.3
CCN(CC)c1ccc(S(=O)(=O)N2CCCCC2)cc1NC(=O)C1CSC2(C)CCC(=O)N12 (centres undefined)	-3.7	-0.1	-6.4	9.7	-3.3	6.3	-7.1	0.1	-0.2	-4.2
Cc1ccc(C(=O)Cn2cnc3ccccc3c2=O)cc1	21.1	-1.7	-5.5	-2.1	-2.0	0.2	-3.1	-1.0	-1.9	-2.3
Cc1ccc(C(=O)N2CCN(C3CCCCC3)CC2)s1	13.4	-0.8	2.6	10.1	.	0.8	-2.5	-1.0	-1.8	1.5
CNC(=O)C(=O)NCC1OCCN1S(=O)(=O)c1ccc([N+](=O)[O-])cc1 (centres undefined)	35.8	-2.0	-9.1	2.3	-7.0	0.0	-5.3	-0.2	-0.2	1.4
O=C(c1ccc2c(c1)N(Cc1ccc(F)cc1)CCS2)N1CCOCC1	-3.5	2.4	4.7	-6.9	4.3	3.4	-7.7	-1.9	4.5	-3.6
O=S(=O)(Nc1ccccc1)c1ccc(Oc2ncc(C(F)(F)F)cc2Cl)cc1	12.1	-1.5	-7.2	3.0	-4.7	-2.9	-1.7	-1.6	-6.6	-2.7
Cc1ccccc1N1CCN(S(=O)(=O)c2nnc(NC(=O)c3ccc(F)cc3)s2)CC1	14.6	1.3	-1.5	-10.6	-3.8	-3.9	0.9	-1.6	1.4	0.4
CCOc1ccc2nc(NCCNC(=S)NCCCN(C)C)c(C#N)cc2c1	-50.7	-2.3	-9.5	-312.2	.	5.3	-18.9	-0.1	2.3	0.6
CC(C)n1c(CN(C)c2ccccc2)nc2ccccc21	1.1	0.9	-3.8	3.3	0.4	0.4	-3.5	-0.8	0.0	-2.5
C=CCn1cc(/C=C2/NC(=O)NC2=O)c2ccccc21	-23.7	0.9	1.2	2.7	-1.9	-1.7	-4.0	0.8	0.1	1.7
COc1ccccc1CN(C)S(=O)(=O)c1cccs1	-9.0	3.1	-3.4	-1.3	64.1*	5.5	-2.6	-0.6	-4.9	-5.0
COc1ccc(-c2cc3ccc(F)cc3cn2)cc1	-21.7	0.1	-1.1	-5.7	-4.7	6.7	-12.9	-0.8	-4.0	1.4
CC1CN(Cc2nc3c(c(=O)[nH]c(=O)n3C)n2CCCc2ccccc2)CC(C)O1 (centres undefined)	23.4	-0.5	-8.3	0.2	-2.7	5.3	2.0	0.0	1.8	-7.4
O=C(O)C1CCCCC1C(=O)NCCc1ccc(Cl)cc1 (centres undefined)	-17.7	1.8	-5.4	6.5	.	3.0	-0.4	0.0	-2.3	-4.1

From PubChem BioAssay
